# Screens as filed in PubChem BioAssay.
# LMP1 NFkB inh: inhibitors of Epstein-Barr LMP1-induced NF-kappaB reporter. LMP1-induced NF-kappaB luciferase reporter cells, luminescence. inhibition, % at 12.5 µM. 350,000 compounds, 0.69% hits. AID 504558; in the data active = inhibition above about 41%;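 also: 0% = neutral control wells and 100% = reference inhibitor control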
# KKLEB tox: CF airway cell cytotoxicity counter-screen. 360,000 compounds, 0.36% hits. AID 602141. KKLEB CF airway cells viability, ATPlite luminescence, overnight; hits give low values; cells stimulated with P. aeruginosa culture filtrate. activity change (cytotoxicity), % at 5 µM;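 active = corrected activity change at or below -50% at 5 µM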
# NR2E3 ag-1: agonists of human NR2E3 nuclear receptor; Q9Y5X4; CHO-S Gal4-NCOR/VP16-NR2E3 two-hybrid, luciferase; inhibition of corepressor binding, % at 3.98 µM; 360,000 compounds, 0.35% hits; AID 602229;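 active = inhibition above the mean of all tested compounds plus 3 SD, cut at about 70% in these data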;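 also: 0% = DMSO with NR2E3 transfected cells and 100% = cells lacking NR2E3 construct; higher means lower luciferase signal from less NR2E3 corepressor binding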
# Target sequence (Q9Y5X4 whole entry, looked up, the tested form may be a part): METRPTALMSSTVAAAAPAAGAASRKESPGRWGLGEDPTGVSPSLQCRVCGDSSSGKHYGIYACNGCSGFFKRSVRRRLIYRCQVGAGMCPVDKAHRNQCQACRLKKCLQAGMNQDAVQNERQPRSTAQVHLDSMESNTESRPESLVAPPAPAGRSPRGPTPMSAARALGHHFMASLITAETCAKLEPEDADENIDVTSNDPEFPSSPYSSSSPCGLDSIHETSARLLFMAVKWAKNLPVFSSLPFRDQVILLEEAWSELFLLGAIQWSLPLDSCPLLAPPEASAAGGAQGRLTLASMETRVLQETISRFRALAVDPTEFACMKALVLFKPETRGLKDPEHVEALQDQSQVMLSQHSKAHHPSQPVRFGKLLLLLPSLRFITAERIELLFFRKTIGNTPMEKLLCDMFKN
# MITF TRPM1 inh: reduces MITF-dependent TRPM1 promoter luciferase signal; SK-MEL-5 TRPM1 promoter luciferase, 24 h; inhibition, % at 12.5 µM; 330,000 compounds, 0.83% hits;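 active = mean inhibition across replicates of 60% or more, whatever share of single replicates reaches that level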; also: values of inactives mirror those of a sister screen read the other way
# CF NFkB inh: cystic fibrosis NF-kB activation inhibition | KKLEB NF-kB-GFP reporter, PAF-induced, GFP fluorescence overnight | inhibition, % at 5 µM | 360,000 compounds, 0.86% hits;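 active = at least 50% inhibition at 5 µM, scaled per plate between neutral and stimulator controls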;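 also: PAF is a Pseudomonas aeruginosa culture filtrate used as stimulus; plate controls were PAF-stimulated DMSO wells for no effect and unstimulated DMSO wells for full effect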
# HIF-2a block: HIF-2a inhibition; 360,000 compounds, 0.72% hits; 786-0 RCC cells HIF-2a reporter, luciferase luminescence, overnight; AID 624352; inhibition, % at 18.8 µM;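 active = inhibition of the luminescence signal of 40% or more relative to plate controls, in a single-dose primary screen at 18.75 µM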
# C8 TRAIL sens: caspase-8 TRAIL sensitization | NB7+C8 cells + TRAIL, ATPlite viability luminescence | inhibition (viability loss, TRAIL sensitization), % at 10 µM | 360,000 compounds, 1% hits;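 active = compounds causing at least 50% loss of cell viability in the single-dose screen, relative to plate controls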
# NR2E3 ag-2: NR2E3 (human) agonism. GST-NR2E3/biotin-RetCOR TR-FRET, 1536-well. inhibition of corepressor binding, % at 4.78 µM. 320,000 compounds, 0.12% hits. AID 2300;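 active = percent inhibition above the cutoff of mean plus 3 SD of all tested compounds, set per screening campaign, cut at about 20% in these data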;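 also: 0% = DMSO wells and 100% = biotin wells as full block of FRET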
#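 System: GST-tagged NR2E3 plus biotinylated RetCOR corepressor; Buffer or medium: pH 7.5 Tris-based buffer; Probe or stimulus: RetCOR corepressor, biotinylated, 7 nM; Doses: compound at 4.8 µM, single dose; Schedule: 5 h incubation at 4 °C; Technique: time-resolved FRET; Evaluation: percent inhibition of TR-FRET ratio; Replication: one well per compound, singlicate testing.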
# hiPSC survival: hiPSC single-cell survival enhancement. ATPlite luminescence; 100% = ROCK inhibitor wells, 0% = DMSO. 360,000 compounds, 0.044% hits. AID 602274. survival enhancement, % at 20 µM; in the data active = survival enhancement above about 18%;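 also: cells exposed to compounds for 16 hours before the ATP read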
# Shn3 3UTR inh: inhibitors of Schnurri-3 3'UTR reporter in osteoblasts; Clone20 osteoblast Shn3 3'UTR firefly luciferase, 24 h; inhibition, % at 12.5 µM; 360,000 compounds, 0.52% hits; AID 588674;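 active = mean inhibition of at least 75% with every replicate also reaching 75%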;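 also: 0% = median of neutral control wells and 100% = pilot-screen positive control compound; some compounds past the cut are filed as inactive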
# Peg3 prom inh: reduces Peg3 promoter-driven luciferase expression in HeLa; HeLa PEG-Prom luciferase reporter, luminescence, overnight; inhibition, % at 20 µM; 360,000 compounds, 1.7% hits; AID 588405;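 active = inhibition of at least 50% at 20 µM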
# An asterisk follows results filed as active; / = not tested or not shown. Not all compounds are listed, so the mix of outcomes need not match the whole.
SMILES,LMP1 NFkB inh,KKLEB tox,NR2E3 ag-1,MITF TRPM1 inh,CF NFkB inh,HIF-2a block,C8 TRAIL sens,NR2E3 ag-2,hiPSC survival,Shn3 3UTR inh,Peg3 prom inh
COc1ccc(C2(O)CCN(C(=O)Cc3cccnc3)CC2)cc1,-8,6,9,0,0,7,-13,1,0.5,-19,3
Cc1ccc(C(=O)OCC(=O)N(CC(C)C)c2c(N)n(Cc3ccccc3)c(=O)[nH]c2=O)o1,-8,7,-10,-1,4,19,4,3,-0.4,-3,6
O=C(O)c1cc(Cl)c2c(c1)OCO2,0,5,22,9,-3,12,-19,-2,-0.1,-12,3
COc1ccc(CCNC(=O)CN2C(=O)NC(C)(c3ccc([N+](=O)[O-])cc3)C2=O)cc1 (configuration not stated),-11,5,-12,5,1,15,-3,0,0.3,7,-1
CC1CCCCN1CC(=O)NC(=O)NCc1ccccc1 (configuration not stated),-19,-11,7,3,-5,10,0,0,-0.5,3,-11
CN1CCN(NC(=O)/C=C/c2ccc(C(C)(C)C)cc2)CC1,-4,-1,-22,-4,-20,-28,0,4,2.5,8,-26
Nc1ccccc1C(=O)NCCN1CCNC1=O,8,-3,-3,-4,-11,8,14,1,-0.4,-9,0
CC(=O)c1c(C)nn(CC(O)Cn2c3c(c4cc(C)ccc42)CCCC3=O)c1C (configuration not stated),4,-13,-3,0,17,2,-3,4,-1.2,-7,8
COc1ccccc1NC(=O)N1CCN(c2cccc(C(F)(F)F)c2)CC1,16,-3,-20,-11,-4,-6,3,2,-2.5,14,7
O=C(C[C@H]1C/C=C\CCCCC(=O)OC[C@H]2CCCN2C1=O)N[C@H](CO)Cc1ccccc1,-2,12,-8,-13,4,8,-9,/,-0.3,9,-6
O=C(CCn1c(=O)[nH]c2ccccc2c1=O)Nc1ccccc1,12,6,-32,-8,-7,-3,-3,1,-3.3,9,-16
O=C(NCCN1CCOCC1)/C(=C\c1ccccc1Cl)NC(=O)c1ccccc1,-3,1,5,-4,9,3,0,0,-0.3,-7,-1
COc1ccc(CCNC(=O)C(=O)NCc2ccc(C(C)C)cc2)cc1OC,8,-21,-16,15,10,15,13,-2,-1.4,5,32
Cc1nc(SCC(=O)N2CCCc3ccccc32)c2oc3ccccc3c2n1,-7,-5,9,5,21,-11,11,3,1.7,28,14
Cc1cc(C)c2c(N=NN3CCCCC3)[nH]nc2n1,-5,14,-1,-12,3,-102,-12,-2,2.1,-6,-48

# An excerpt of these results, with two lines to a compound:
# Value order: LMP1 NFkB inh, KKLEB tox, NR2E3 ag-1, MITF TRPM1 inh, CF NFkB inh, HIF-2a block, C8 TRAIL sens, NR2E3 ag-2, hiPSC survival, Shn3 3UTR inh, Peg3 prom inh
- O=C(CCn1c(=O)[nH]c2ccccc2c1=O)Nc1ccccc1
→ 12, 6, -32, -8, -7, -3, -3, 1, -3.3, 9, -16
- O=C(NCCN1CCOCC1)/C(=C\c1ccccc1Cl)NC(=O)c1ccccc1
→ -3, 1, 5, -4, 9, 3, 0, 0, -0.3, -7, -1
- COc1ccc(CCNC(=O)C(=O)NCc2ccc(C(C)C)cc2)cc1OC
→ 8, -21, -16, 15, 10, 15, 13, -2, -1.4, 5, 32
- Cc1nc(SCC(=O)N2CCCc3ccccc32)c2oc3ccccc3c2n1
→ -7, -5, 9, 5, 21, -11, 11, 3, 1.7, 28, 14
- Cc1cc(C)c2c(N=NN3CCCCC3)[nH]nc2n1
→ -5, 14, -1, -12, 3, -102, -12, -2, 2.1, -6, -48

# The list goes on:
SMILES,LMP1 NFkB inh,KKLEB tox,NR2E3 ag-1,MITF TRPM1 inh,CF NFkB inh,HIF-2a block,C8 TRAIL sens,NR2E3 ag-2,hiPSC survival,Shn3 3UTR inh,Peg3 prom inh
CC1=CC(C)(C)Nc2ccc(OC(=O)C(Cc3ccccc3)N3C(=O)C4CCCCC4C3=O)cc21 (configuration not stated),5,-6,-17,17,2,35,-18,3,-0.8,-6,1
CC1CN(C(=S)SCC(=O)c2ccccc2)CC(C)O1 (configuration not stated),3,-10,-38,-20,-22,-113,12,0,-0.6,-32,-54
NS(=O)(=O)c1ccc(CCNC(=O)c2ccc(Cl)cc2[N+](=O)[O-])cc1,-10,8,-25,0,4,10,-3,0,2.4,-6,10
COc1cc(/C=C2/SC(=S)N(CCC(=O)Nc3cccnc3)C2=O)cc(OC)c1OC,3,-14,-27,/,20,-22,11,/,-2.2,8,-4
CCCc1nc2c(=O)n(C)c(=O)[nH]c2n1C,-1,6,-34,-1,-6,18,3,1,0.9,9,22
N#Cc1cc(C(=O)c2ccccc2O)cn(-c2ccc(Cl)cc2)c1=O,-8,0,0,5,0,14,-8,5,-0.3,15,11
Nc1nc(NCCOCCO)nc(NCC2CCCO2)c1[N+](=O)[O-] (configuration not stated),-5,9,6,-11,-24,4,-14,-1,-0.5,-2,6
Cc1ccc(C(=O)C(C)N2C(=O)NC(C)(c3ccccc3)C2=O)cc1 (configuration not stated),-2,3,7,-1,0,11,-5,-3,-0.4,23,10
O=C(CC(c1ccccc1)c1ccccc1)Nc1ccc(Cl)cn1,4,4,-74,24,-7,11,22,2,-5.5,-4,2
CCc1ccc(NC(=O)CN2CCN(c3ccc(OC)cc3)CC2)cc1,-6,-4,-2,-10,-12,14,-4,/,2.1,3,17
O=C1NC2C3CC(c4ccccc43)C12 (configuration not stated),0,-4,23,/,-5,11,2,/,-3.2,6,-21
Cc1ccc(S(=O)(=O)N(C(=O)c2ccncc2)c2ccc(OC(=O)c3ccncc3)cc2)c(C)c1,18,-50*,10,7,72*,24,-3,-4,1.0,2,52*
CCOC(=O)Nc1ccc2c(c1)N(C(=O)CCN(C)C)c1ccccc1CC2,-1,-1,3,1,28,19,11,1,-0.2,4,2
Cc1cc(C)cc(OCC(O)CN2CCN(C(=O)c3ccco3)CC2)c1 (configuration not stated),8,10,7,9,-2,13,0,-3,-0.2,12,10
c1ccc2c(c1)Cn1nc(Cc3nc4c(s3)CCCC4)nc1-2,-11,5,-106,-8,-2,-152,7,-1,1.5,-38,-272
COc1ccc(NC(=O)CN(C)C(=O)c2cccc(NS(=O)(=O)c3ccc(Br)cc3)c2)cc1,1,-17,11,9,-3,17,-1,-1,0.7,-9,19
Cc1ccc2nc3n(c2c1)CCCN3,2,6,4,-6,-9,-1,-3,3,0.8,0,-5
Cc1ccc(N(CC(=O)N=Nc2c(O)[nH]c3ccccc23)S(C)(=O)=O)c(C)c1,4,6,-32,9,-4,-1,1,6,3.3,3,3
Cc1cccc(CNC(=O)c2ccccc2NC(=O)C2=CSCCO2)c1,7,2,-7,-11,-22,6,1,4,-0.6,-3,4
Cc1ccc(NC(=O)NC(=O)CSc2nnnn2C)c(C)c1,3,-7,-3,-19,-9,-46,9,-5,0.3,-31,-42
CCC1CN2CCc3cc(OC)c(OC)cc3C2CC1CC1c2cc(OC)c(OC)cc2CCN1C(=O)C(Cc1c[nH]c2ccccc12)NC(=O)OC(C)(C)C (configuration not stated),8,-7,21,16,4,-4,8,/,2.3,19,33
O=S(=O)(c1cccs1)n1cnc2ccccc21,9,-11,7,-1,-6,3,6,1,6.8,3,-3
Cc1ccsc1/C=N/N=C/c1sccc1C,-58,-5,-111,-23,-3,-269,30,0,-0.6,-108,-247
CC(C)OP(=O)(c1ccc(N(C)C)cc1)C(O)c1c(Cl)cccc1Cl (configuration not stated),4,2,11,2,6,16,1,7,-1.8,-9,9
COC(=O)CC1C(=O)NCCN1C(=O)CSc1nc2ccccc2c(=O)n1CC(C)C (configuration not stated),-4,4,-12,-2,0,20,-8,2,-0.6,5,9
O=C(NCCc1ccccn1)C(F)(F)C(F)(F)C(F)(F)C(F)(F)C(F)(F)C(F)F,-3,-7,3,6,11,-14,-2,1,-2.9,1,-11
COc1cccc(C2=CC(c3ccccc3)n3nnnc3N2)c1 (configuration not stated),24,-14,-76,-3,-6,-23,14,5,-2.8,-44,-116
O=C(NCc1ccccc1)C1=C[C@@H](C2CC2)C[C@@H](OCCCCO)O1,-2,-4,-11,-10,-12,3,-15,0,-0.4,-8,-3
CCc1cc(C(=O)N2CCCC(C(=O)c3cccc(OC(C)C)c3)C2)n(C)n1 (configuration not stated),11,6,-17,7,-14,9,-5,6,1.1,33,15
O=C(c1ccc(-c2ccccc2)cc1)C1CCCN(C(=O)c2ccncc2)C1 (configuration not stated),4,-17,5,-7,20,-8,6,4,-0.8,21,-12
Cn1c(=O)c(N=O)c(N)n(Cc2ccccc2)c1=S,-1,11,-43,7,11,14,-15,2,2.3,8,11
c1ccc2[nH]c3cc4ncnc4cc3nc2c1,-20,11,-22,-6,-44,-121,-2,-9,1.3,-53,-124
Cc1ccc(-c2nnn(CC(=O)N(Cc3ccccc3F)C(C(=O)NC3CCCC3)c3ccncc3)n2)o1 (configuration not stated),-3,3,-16,17,-11,10,2,0,-2.8,11,31
CCN(CC)c1ccc(S(=O)(=O)N2CCOCC2)cc1NC(=O)COC(=O)c1cccnc1SC,10,-11,18,-9,20,11,12,1,0.1,20,8
CCOC(=O)N1CCN(C(=O)c2oc3ccc(S(=O)(=O)N4CC(C)CC(C)C4)cc3c2C)CC1 (configuration not stated),6,-1,18,16,21,23,0,0,-2.9,47,15

# Five compounds from above, ordered by length of the SMILES, descending:
SMILES,LMP1 NFkB inh,KKLEB tox,NR2E3 ag-1,MITF TRPM1 inh,CF NFkB inh,HIF-2a block,C8 TRAIL sens,NR2E3 ag-2,hiPSC survival,Shn3 3UTR inh,Peg3 prom inh
CC1=CC(C)(C)Nc2ccc(OC(=O)C(Cc3ccccc3)N3C(=O)C4CCCCC4C3=O)cc21 (configuration not stated),5,-6,-17,17,2,35,-18,3,-0.8,-6,1
Cc1ccc(N(CC(=O)N=Nc2c(O)[nH]c3ccccc23)S(C)(=O)=O)c(C)c1,4,6,-32,9,-4,-1,1,6,3.3,3,3
CN1CCN(NC(=O)/C=C/c2ccc(C(C)(C)C)cc2)CC1,-4,-1,-22,-4,-20,-28,0,4,2.5,8,-26
COc1cccc(C2=CC(c3ccccc3)n3nnnc3N2)c1 (configuration not stated),24,-14,-76,-3,-6,-23,14,5,-2.8,-44,-116
O=C1NC2C3CC(c4ccccc43)C12 (configuration not stated),0,-4,23,/,-5,11,2,/,-3.2,6,-21
